Screening results deposited in PubChem BioAssay by National Center for Advancing Translational Sciences (NCATS).
DRD3 antagonist: antagonists of human D3 dopamine receptor | P35462 | actives 2.5% (n = 360,000) | D3R cells, DiscoveRx beta-arrestin luminescence, antagonist mode; hits give low values | AID 652054 | max response, negative = inhibition, %; in the data active = max response below about -50%; inconclusive = no clear call, values can overlap the other calls; note: % is set by controls: 0 for no effect and ±100 for the full control effect; mostly tested at two doses, the higher about 12 µM
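Cells plated overnight at 1500 cells/well, then exposed to library compounds with dopamine controls for 90 minutes at 37 degrees C. DiscoveRx reagent added for 30–60 minutes at room temperature; luminescence read, quantitative HTS format.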
TDP-43 yeast inh: inhibitors of TDP-43 toxicity in yeast; TDP-43 expressing yeast growth rescue, BacTiter-Glo, 24 h; Potency, µM (series often up to 46.1 µM), for inactives: at the highest dose growth rescue (activation), actives largely listed as activators; actives 1.8% (n = 410,000); AID 652104; note: potency is the fitted concentration of half-maximal effect; % of control where 0% means no effect; nearly all actives have a fitted effect of over 50% in size
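Growth rescue of TDP-43-toxic yeast measured as ATP luminescence (BacTiter-Glo). Cells grown to mid-log in raffinose, induced in galactose at OD600=0.02, exposed to compound 24 hr at 30 deg C.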
FUS suppressor: suppressors of FUS proteinopathy in yeast | Potency, µM (series often up to 76.6 µM), inactives show at the top dose growth rescue (activation), usual class: activators | actives 0.24% (n = 390,000) | S. cerevisiae FUS-expressing, growth rescue, OD600, 24 h;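 note: potency is the fitted concentration of half-maximal effect; plate controls were DMSO vehicle for no effect and reference control for full effect; nearly all actives have a fitted effect of over 55% in size; some results filed as inactive show a strong effect at the top dose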
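Yeast FUS proteinopathy model; galactose-induced FUS (2%), starting OD 0.005. Cpds in dilution series, 24hr, 30C, 99% humidity. Abs 600 nm growth. Pos ctrl CP55940 (top 92uM final); neg ctrl DMSO.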
EPAC2 antag: antagonists of human EPAC2; Q8WZA2; EPAC2 GEF exchange of Rap1B-BODIPY-GDP, fluorescence; Potency, µM (doses to about 114 µM), for the others: top-dose activity, negative = inhibition, actives largely listed as inhibitors; actives 0.18% (n = 360,000); AID 720708; note: potency is the fitted concentration of half-maximal effect; % is set by controls: 0 for no effect and ±100 for the full control effect; nearly all actives have a fitted effect of over 45% in size; many of its hits are not listed in these tables
Target sequence (Q8WZA2 whole entry, looked up): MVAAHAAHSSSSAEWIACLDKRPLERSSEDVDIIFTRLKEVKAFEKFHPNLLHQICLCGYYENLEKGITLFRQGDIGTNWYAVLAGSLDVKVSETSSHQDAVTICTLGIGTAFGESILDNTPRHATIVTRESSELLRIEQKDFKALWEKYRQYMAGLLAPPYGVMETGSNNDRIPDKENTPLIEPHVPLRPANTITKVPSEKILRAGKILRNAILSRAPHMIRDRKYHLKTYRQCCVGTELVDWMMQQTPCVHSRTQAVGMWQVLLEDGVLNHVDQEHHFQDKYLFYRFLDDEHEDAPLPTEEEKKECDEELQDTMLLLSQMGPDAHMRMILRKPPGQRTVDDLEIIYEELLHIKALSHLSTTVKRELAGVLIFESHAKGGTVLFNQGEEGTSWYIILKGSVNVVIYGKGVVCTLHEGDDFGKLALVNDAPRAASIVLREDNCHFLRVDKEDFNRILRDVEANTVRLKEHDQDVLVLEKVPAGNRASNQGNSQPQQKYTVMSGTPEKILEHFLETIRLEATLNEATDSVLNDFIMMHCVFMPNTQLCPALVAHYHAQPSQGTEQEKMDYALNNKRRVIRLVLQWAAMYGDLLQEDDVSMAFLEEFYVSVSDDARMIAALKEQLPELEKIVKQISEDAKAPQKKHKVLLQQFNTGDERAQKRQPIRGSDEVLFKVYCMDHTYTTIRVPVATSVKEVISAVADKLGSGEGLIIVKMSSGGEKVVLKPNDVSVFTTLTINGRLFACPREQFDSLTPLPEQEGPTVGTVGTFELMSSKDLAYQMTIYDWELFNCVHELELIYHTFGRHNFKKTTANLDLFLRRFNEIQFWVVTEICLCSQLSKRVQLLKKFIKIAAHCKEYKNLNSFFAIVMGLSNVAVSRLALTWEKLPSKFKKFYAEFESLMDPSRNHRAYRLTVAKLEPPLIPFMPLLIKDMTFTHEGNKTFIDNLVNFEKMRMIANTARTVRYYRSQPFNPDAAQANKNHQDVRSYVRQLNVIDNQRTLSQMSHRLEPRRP
Abeta rescue: A-beta toxicity reversal in yeast | yeast expressing A-beta42, growth rescue, OD600, 48 h; response scale: 0% DMSO, 100% iron-clioquinol control | actives 0.063% (n = 410,000) | Potency, µM (highest dose often 46.1 µM), for inactives: at the top dose growth rescue, usual class: activators | AID 1347071; note: potency is the fitted concentration of half-maximal effect; nearly all actives have a fitted effect of over 55% in size
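Yeast growth medium received pinned compounds, then yeast cells expressing toxic A-beta were added; plates incubated at 30 C for 48 hr. Growth read as absorbance at 600 nm, normalized to DMSO and equimolar FeCl3 plus clioquinol controls.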
EPAC2 agonist: agonists of human EPAC2 (RAPGEF4) | actives 0.079% (n = 360,000) | EPAC2 activation, biochemical qHTS; response scale: 100% = 6.5 mM cAMP response | Q8WZA2 | Potency, µM (highest dose often 154 µM), without a hit: at the highest dose activation, most hits filed as activators; note: potency is the fitted concentration of half-maximal effect; nearly all actives have a fitted effect of over 50% in size
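Compounds were added across a concentration range to EPAC2 (100 nM), RAP1B-BODIPY-GDP (250 nM) and GDP (50 uM). After 5 min at room temperature, fluorescence was recorded at 5-min intervals for 30 min.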
DRD3 agonist: D3 dopamine receptor (human) agonism; P35462; D3R DiscoveRx beta-arrestin cells, luminescence, 90 min; max activation, %; actives 0.58% (n = 410,000); AID 652048; in the data active = max activation above about 30%; note: 0% is about no effect; mostly tested at two doses, the higher about 12 µM
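Agonist-mode cell screen: cells plated at 1500/well and incubated overnight at 37 °C, then exposed to library compounds for 90 min at 37 °C. Detection reagent was added for 30–60 min at room temperature, and luminescence was read.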
aSyn yeast inh: rescues yeast growth from alpha-synuclein toxicity; actives 0.14% (n = 370,000); Yeast expressing alpha-synuclein, growth rescue, BacTiter-Glo, 24 h; Potency, µM (highest dose often 46.1 µM), for inactives: top-dose growth rescue (activation), hits mostly activators; AID 652106; note: potency is the fitted concentration of half-maximal effect; % of control where 0% means no effect; nearly all actives have a fitted effect of over 65% in size
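Screening used galactose-induced yeast with toxic alpha-synuclein levels, exposed to compound for 24 hr at 30 deg C. Cell growth, read with BacTiter-Glo luminescence, gave the measured signal.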
Numbers without * were called inactive; u = inconclusive; x = no result given; & = joins results of further samples; [ ] = remark or other dose. Unless noted, calls come from the whole dose curve; as a rule, active = well fitted curve in the direction sought with a large enough effect; inconclusive = small, poorly fitted or top-dose-only effect, or another doubt; inactive = no such curve, though single readings can be large; an effect the other way counts as inactive or inconclusive. Not all compounds are listed (hit frequency here may not be typical).

Start of the listing, in advance (2 entries):
The line under a structure holds: DRD3 antagonist	TDP-43 yeast inh	FUS suppressor	EPAC2 antag	Abeta rescue	EPAC2 agonist	DRD3 agonist	aSyn yeast inh
OC(c1ccccc1)(c1ccccc1)C1CCN(CCCOc2ccccc2)CC1
    -8.6	6.1%	3.7%&6.0%	0.2%	-0.8%	5.4%	-16.8	-0.5%
CC(=O)c1ccc2c(c1)OCCOCCOc1ccc(C(C)=O)cc1OCCOCCO2
    19.2	22.0%	6.4%	-3.1%	-0.7%	7.8%	8.5	-0.4%

All compounds of this part, from the first entry:
The line under a structure holds: DRD3 antagonist	TDP-43 yeast inh	FUS suppressor	EPAC2 antag	Abeta rescue	EPAC2 agonist	DRD3 agonist	aSyn yeast inh
OC(c1ccccc1)(c1ccccc1)C1CCN(CCCOc2ccccc2)CC1
    -8.6	6.1%	3.7%&6.0%	0.2%	-0.8%	5.4%	-16.8	-0.5%
CC(=O)c1ccc2c(c1)OCCOCCOc1ccc(C(C)=O)cc1OCCOCCO2
    19.2	22.0%	6.4%	-3.1%	-0.7%	7.8%	8.5	-0.4%
CSC1=N/C(=C\c2cccc(F)c2)C(=O)S1
    -25.8	-15.3%	-8.2%	-7.1%	-13.1%	2.9%	-0.5	0.6%
CCc1cc(=O)oc2cc(C)cc(OC(C)C(=O)NC(Cc3c[nH]c4ccc(O)cc34)C(=O)O)c12 (stereo unspecified)
    -25.8	10.7%	-10.5%	21.2%	-11.4%	-5.8%	8.4	-0.4%
O=c1c2ccccc2nnn1CSc1ccccc1F
    1.7	u	x	-11.6%	-4.6%	0.7%	6.6	0.7%
N/C(=C\C(=O)c1cc(Cl)ccc1O)C(Cl)(Cl)Cl
    u	-7.9%	-16.0%	-16.7%	-46.9%[inhibitor]	15.0%	-8.2	-21.8%
CCNS(=O)(=O)c1ccc(NC(=O)c2ccc(Cn3cc([N+](=O)[O-])cn3)o2)cc1
    0.1	1.3%	6.2%	0.9%	-0.4%	6.1%	0.6	3.1%
CCOC(=O)c1cccc(NC(=O)CSc2nnc(C3CCCCC3)n2C)c1
    6.0	20.8%	36.5%	1.1%	4.8%	1.3%	3.0	7.9%
O=C(COc1ccccc1F)Nc1ccc(S(=O)(=O)Nc2nccs2)cc1
    -4.5	-13.5%	9.1%	-3.2%	3.0%	5.3%	-4.4	-0.6%
O=C(Nc1cccnc1)c1ccc2ccccc2c1O
    21.1	-75.5%[inhibitor]	-8.8%	1.2%	-39.6%[inhibitor]	2.1%	0.2	-22.4%
CCCCCCCCCC(=O)N[C@H](CN1CCOCC1)[C@H](O)c1ccccc1
    -22.4	8.8%	9.0%	-14.2%	-15.5%	-2.4%	-8.7	0.2%
Cc1ccnc(NC(=O)c2ccc3c(c2)OCO3)c1
    -6.7	-16.7%[9.22 µM]	7.9%	-9.5%	-46.0%[inhibitor]	6.0%	-14.1	-39.1%[inhibitor]
Cc1noc(C)c1COc1ccc(C(=O)OCC(=O)OC(C)(C)C)cc1
    4.1	28.1%	14.1%	u	11.5%	-2.9%	2.8	5.3%
O=C1c2cccc3cccc(c23)C(=O)N1CCCc1n[nH]c(=S)n1-c1ccccc1
    -4.1	12.9%	-6.3%	u	-18.1%	-3.7%	-3.7	-13.5%
O=C(Nc1ccc(Cl)cc1Cl)c1ccc2c(=O)n3c(nc2c1)CCC3
    14.8	2.1%	10.5%	-1.8%	0.5%	-3.6%	0.0	1.2%
CCOC(=O)c1c(-c2ccccc2)csc1NC(=O)COc1ccc2c(C)cc(=O)oc2c1
    76.5	8.9%	x	10.5%	-5.3%	-3.8%	1.4	-8.3%
Cc1ccccc1NC(=O)C(Cl)=C(Cl)Cl
    -15.5	-14.9%[0.397 µM]	-0.6%	5.1%	0.1%	0.4%	11.5	-0.2%
O=C(COC(=O)c1cc(=O)[nH]c2ccccc12)NCc1cccs1
    -26.0	-16.0%	3.2%	-3.9%	9.6%	-2.0%	-1.1	-1.8%
Cc1nn(-c2ccc(N3CCCCC3)nn2)c(C)c1CCC(=O)NCc1ccccc1F
    x	-10.4%	20.4%	x	-17.2%	x	13.4	x
CCc1ccccc1NC(=O)NCCN1CCCCC1
    0.0	-6.3%	-27.0%	3.3%	-8.3%	-1.6%	-19.9	0.3%
COc1cccc(NS(=O)(=O)c2ccc(S(=O)(=O)N3CCOCC3)cc2)c1
    14.1	-5.5%	13.0%	5.0%	15.0%	1.5%	39.9*	6.2%
COc1ccc(C(c2nnnn2CC2CCCO2)N2CCN(c3cccc(C)c3C)CC2)cc1 (stereo unspecified)
    4.5	16.5%	u	-1.5%	0.0%	-12.5%	0.8	12.8%
COC(=O)C1=C(N)Oc2cc(C)[nH]c(=O)c2C1c1ccccc1OC (stereo unspecified)
    7.4	-26.2%	10.7%	-0.4%	-9.8%	3.2%	-11.7	-3.7%
NC1=Nc2cccc3cccc1c23
    -29.2	12.3%[9.22 µM]	13.4%	-3.4%	10.3%	15.8%	-33.2	-0.3%
OCCN1CCN(CC(O)COc2ccc3c(c2)OCO3)CC1 (stereo unspecified)
    u	-19.1%	5.0%	21.8%	-10.8%	20.5%	0.2	-19.9%
COC(=O)N1CCCCC1c1cc(C(=O)NCc2ccc(F)cc2)no1 (stereo unspecified)
    17.2	11.3%	-2.4%	-9.1%	-0.2%	3.7%	5.0	u
COc1ccc(-c2nn(CCC#N)cc2/C=N/O)cc1OC
    1.1	12.6%	5.2%	4.4%	-1.4%	2.8%	-3.2	-0.7%
Cc1c(C(=O)N2CCN(c3ccc(F)cc3)CC2)sc2ncnc(N3CCN(c4ccccn4)CC3)c12
    44.6	19.6%	26.9%	-2.1%	2.9%	6.2%	17.1	9.3%
O=C(NNC(=O)c1ccccc1O)c1ccccc1O
    5.7	0.0%	x	9.0%	-47.7%[inhibitor]	-2.8%	1.8	-14.1%
COc1cc(CN2CCN(Cc3ccc([N+](=O)[O-])cc3)CC2)c([N+](=O)[O-])cc1OC
    -6.8	u	-2.9%	-5.7%	-2.3%	11.6%	0.3	-2.9%
CCC(NS(=O)(=O)c1ccc(C)cc1)C(=O)N1CCC2(O)CCCCC2C1 (stereo unspecified)
    0.0	15.1%	-0.8%	-8.6%	2.3%	1.4%	2.9	-4.8%
O=C1CC(N2CCN(c3ccc(Cl)cc3)CC2)C(=O)N1c1ccccc1 (stereo unspecified)
    -0.7	9.3%	-20.6%	0.8%	u	-2.9%	10.9	1.6%
CC(C)OCCCNC(=O)C(=O)Nc1c2c(nn1-c1ccccc1)CS(=O)(=O)C2
    x	2.4%	0.2%	x	-3.4%	x	-13.6	x
O=C1/C(=C/Nc2ccc3c(c2)OCO3)CCc2ccccc21
    23.6	-13.2%	x	12.4%	13.3%	u	-0.1	-12.3%
CO/N=C(\N)c1ccc([N+](=O)[O-])cc1
    6.6	14.3%	-33.0%	22.2%	10.4%	5.9%	-2.8	6.1%
Cc1nn(CC(=O)Nc2cccc(C(F)(F)F)c2)c(=O)c2cccn12
    11.1	0.7%	4.7%	-5.5%	5.9%	-8.5%	-2.5	6.31µM*
O=C(NN1CCOCC1)c1ccc(Br)s1
    5.6	-0.6%	3.3%	1.7%	9.6%	8.6%	-5.0	4.0%
N#Cc1c(N2C(=O)Nc3ccccc3N2O)sc2c1CCCCCC2
    8.9	5.1%	14.3%	19.9%	5.4%	6.0%	-5.6	-0.1%
Cc1cc(C)c(S(=O)(=O)c2cccc(Cl)c2)c(=O)[nH]1
    3.2	-12.0%	3.7%	0.0%	9.0%	4.8%	8.7	-0.9%
O=C(O)COc1cnc2ccccc2n1
    5.9	-25.9%	16.2%	-28.2%	-13.5%	6.7%	-1.9	-0.8%
Cc1cc(C(=O)Nc2cccc(F)c2)c2c(C)nn(-c3cccc(Cl)c3C)c2n1
    x	0.0%[9.22 µM]	12.1%	x	-13.0%	x	24.5	x
CCOC(=O)Cn1nc(C)c(NC(=O)COc2ccc([N+](=O)[O-])cc2)c1C
    -5.9	-17.4%	-6.8%	-2.8%	-16.4%	12.9%	5.0	-4.1%
CC(=O)Nc1nc2n(n1)C(c1ccccc1)C=C(c1ccccc1)N2 (stereo unspecified)
    4.5	24.2%	10.2%	1.2%	9.4%	10.1%	-2.0	10.2%
COc1ccc(NC(=O)CSc2nnc3ccc(-c4ccncc4)nn23)cc1OC
    9.9	-0.4%	2.0%	-0.4%	8.6%	-2.6%	-6.5	-4.2%
CC(=O)Nc1ccc(S(=O)(=O)Nc2cccn(Cc3ccc(C)cc3)c2=O)cc1
    -15.5	-15.3%	17.7%	8.7%	-5.2%	11.6%	2.8	-0.5%
O=C(O)c1cccc(NC(=S)N/N=C/c2c[nH]c3ccccc23)c1
    -17.9	3.1%[9.22 µM]	21.7%	u	-8.0%	-1.3%	4.2	-0.2%
CCc1ccc(NC(=O)Cn2nnc(C(=O)NCc3cccs3)c2N)cc1
    2.6	12.0%	-25.4%	-0.1%	3.9%	6.3%	6.4	3.4%
COc1ccc2cc(C)c(SCC(=O)Nc3cc(C)on3)nc2c1
    6.3	-19.2%	2.5%	8.2%	6.9%	2.2%	12.6	0.2%
CC(C)NC(=O)C(c1ccc(F)cc1)N(C(=O)CCC(=O)Nc1ccccn1)C1CCCC1 (stereo unspecified)
    -2.8	21.0%	2.5%	-1.2%	7.8%	4.0%	-1.7	-4.6%
Cc1cc(C)cc(N(CCC#N)C(=O)COC(=O)CN2C(=O)NC(C)(C)C2=O)c1
    10.0	-10.5%	3.5%	0.0%	1.8%	5.1%	-4.9	2.1%

(cont.)
The line under a structure holds: DRD3 antagonist	TDP-43 yeast inh	FUS suppressor	EPAC2 antag	Abeta rescue	EPAC2 agonist	DRD3 agonist	aSyn yeast inh
COc1ccc(CNC(=O)CN(C)S(=O)(=O)c2ccc(Br)s2)cc1
    3.1	-0.9%	-21.3%	7.7%	-10.4%	10.3%	7.3	11.7%
COc1ccc(-c2csc(NC(=O)C3CSC4(C)CCC(=O)N34)n2)cc1OC (stereo unspecified)
    -24.2	-10.8%	29.1%	-6.6%	16.0%	12.6%	-8.5	-6.0%
CCc1ccc2c(c1)c(=O)c(C(=O)c1ccccc1)cn2CC(=O)Nc1ccc(C)c(Cl)c1
    x	16.6%	-25.2%	x	5.2%	x	-11.4	x
COC(=O)C(C)NC(=O)C1CCCN1C(=O)CNC(=O)OCc1ccccc1 (stereo unspecified)
    2.0	-15.5%	1.7%	2.3%	4.8%	6.4%	6.9	-2.9%
Cc1cc(C)cc(C(=O)NCC(=O)OCC(=O)NCC(F)(F)F)c1
    8.0	17.9%	-20.4%	-1.6%	-15.0%	-1.9%	-1.6	2.0%
